E coli Lon inh: inhibitors of E. coli Lon protease, primary screen, biochemical, fluorescence polarization; purified E. coli Lon protease; actives 0.42% (n = 360,000); P0A9M0; inhibition, % at 7.94 µM; in the data active = inhibition above about 13%, passing the limit was not always enough;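 note: 0% = enzyme with probe and DMSO and 100% = no enzyme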
MT1-MMP act inh: blockers of MT1-MMP proenzyme processing, primary screen, HT1080 RFP-PRO-GFP cells, GFP/RFP fluorescence | Matrix metalloproteinase-14 (Homo sapiens), P50281 | GFP/RFP ratio fluorescence, overnight; percent of plate control window, DMSO zero | GFP/RFP ratio change, % at 20 µM | actives 0.061% (n = 360,000) | AID 651647, 2012;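 active = GFP/RFP ratio change of at least 30% with cell ATP level not reduced by more than half and red fluorescence within 50% of control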; note: strong numbers were not always called active
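Assay system: RFP-PRO-GFP reporter HT1080 cells; read-out basis: GFP/RFP fluorescence ratio; benchmarks: DMSO wells and RFP-L50D-GFP cells; doses: 20 µM single dose, 1% DMSO; schedule: overnight cell settling, then overnight compound exposure, 37 °C, 5% CO2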
CSN deneddyl inh: inhibitors of CSN-mediated cullin deneddylation, primary screen, biochemical, fluorescence polarization, uHTS; COP9 signalosome complex subunit 5 (Homo sapiens), Q92905; Purified CSN, SCF-Nedd8-OG deneddylation; inhibition, % at 12.5 µM; actives 0.38% (n = 360,000); AID 651999, 2013;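 active = pattern-corrected inhibition above about 35%, with an unprinted fluorescence ratio check between 0.5 and 1.5, limit read from the data, passing the limit was not always enough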;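 note: 0% = enzyme with substrate and 100% = substrate without enzyme; some results filed as inactive read as strong as hits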
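Schedule: reaction 90 min, room temperature / Assay system: HEK293T-derived human Csn5 enzyme / Input: Csn5 at 0.24 nM final / Measure: inhibition of Csn5 cleavage, % / Control set: substrate-only high control, full reaction low control / Technique: fluorescence polarization of the substrate / Buffer or medium: Tris/NaCl/DTT buffer, pH 7.5 / Reagent: SCFSkp2-Nedd8OG substrate at 10 nM final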
MsrA inh: bovine MsrA enzyme inhibitors, primary screen, biochemical, absorbance, HTS; actives 0.75% (n = 360,000); AID 651718, 2012; inhibition, % at 15.5 µM; purified bovine MsrA, absorbance read-out; in the data active = inhibition above about 4.5%;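 note: 0% = vehicle wells with enzyme and 100% = reference inhibitor wells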
Rin1 Abl inh: inhibitors of Rin1-Abl protein binding, primary screen, biochemical, TR-FRET; AID 588664, 2011; actives 0.4% (n = 360,000); inhibition, % at 7.35 µM; Tyrosine-protein kinase ABL1 (Homo sapiens) + Ras and Rab interactor 1 (Homo sapiens), …; in the data active = inhibition above about 5%, passing the limit was not always enough
FAS TE block: FAS thioesterase domain inhibitors, primary screen, biochemical, fluorescence intensity, uHTS; Fatty acid synthase (Homo sapiens), P49327; recombinant FAS-TE, OMFH fluorogenic substrate, fluorescence endpoint; inhibition, % at 15 µM; actives 0.67% (n = 360,000);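 active = compounds whose normalised, plate-corrected inhibition of enzyme fluorescence in the single-dose primary screen is 50% or more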;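 note: 0% = DMSO with enzyme and 100% = substrate without enzyme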
MLLE-PAM2 inh: inhibitors of PABP1 MLLE–PAM2 peptide binding, primary screen, biochemical, fluorescence polarization, FITC-PAM2, GST-MLLE; Polyadenylate-binding protein 1 (Homo sapiens), P11940; inhibition, % at 20 µM; actives 0.36% (n = 360,000); in the data active = inhibition above about 35%, passing the limit was not always enough;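 note: plate controls were DMSO wells with GST-MLLE for no effect and wells lacking GST-MLLE protein for full effect; some results filed as inactive read as strong as hits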
Target sequence (P11940 whole entry, looked up): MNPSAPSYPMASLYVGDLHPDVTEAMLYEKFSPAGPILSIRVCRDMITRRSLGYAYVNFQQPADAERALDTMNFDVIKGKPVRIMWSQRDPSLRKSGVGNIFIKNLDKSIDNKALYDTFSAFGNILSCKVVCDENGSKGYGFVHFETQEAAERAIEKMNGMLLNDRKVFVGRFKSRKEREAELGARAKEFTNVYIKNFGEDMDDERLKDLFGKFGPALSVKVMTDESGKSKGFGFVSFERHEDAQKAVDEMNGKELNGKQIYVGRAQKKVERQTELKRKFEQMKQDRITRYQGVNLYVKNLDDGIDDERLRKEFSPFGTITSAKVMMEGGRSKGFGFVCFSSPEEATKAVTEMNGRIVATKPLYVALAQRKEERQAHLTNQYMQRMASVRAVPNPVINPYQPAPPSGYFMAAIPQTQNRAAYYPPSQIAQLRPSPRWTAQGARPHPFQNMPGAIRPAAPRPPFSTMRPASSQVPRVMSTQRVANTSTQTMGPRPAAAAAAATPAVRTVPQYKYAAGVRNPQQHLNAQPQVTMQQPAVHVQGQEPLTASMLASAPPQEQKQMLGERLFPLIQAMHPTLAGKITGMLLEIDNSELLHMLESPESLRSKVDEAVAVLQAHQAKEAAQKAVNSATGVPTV
Rpn11 block: Rpn11 (PSMD14) deubiquitinase inhibitors, primary screen, biochemical, fluorescence polarization, uHTS; actives 0.59% (n = 360,000); calls only at 20 µM; human 26S proteasome, Ub4-pepOG fluorescence polarization; 20S core pre-blocked with epoxomicin; AID 588493, 2011; 26S proteasome non-ATPase regulatory subunit 14 (Homo sapiens), O00487;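 active = inhibition at 20 µM, scaled to each plate's controls, above about 33%, limit read from the data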
Target sequence (O00487 whole entry, looked up): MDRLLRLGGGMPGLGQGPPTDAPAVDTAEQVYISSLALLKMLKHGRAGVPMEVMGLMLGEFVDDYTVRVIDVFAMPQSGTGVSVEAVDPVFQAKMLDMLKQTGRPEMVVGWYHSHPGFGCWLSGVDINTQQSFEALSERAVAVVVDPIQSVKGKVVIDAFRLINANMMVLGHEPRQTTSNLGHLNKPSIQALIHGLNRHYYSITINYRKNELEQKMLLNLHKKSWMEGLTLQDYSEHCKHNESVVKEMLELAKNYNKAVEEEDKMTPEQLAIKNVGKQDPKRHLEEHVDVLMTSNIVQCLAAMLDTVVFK
bovine MsrA act: bovine MsrA enzyme activators, primary screen, biochemical, absorbance, HTS; Methionine sulfoxide reductase A (Bos taurus); purified bovine MsrA, absorbance read-out; activation, % at 10.6 µM; actives 0.3% (n = 360,000); AID 602163, 2012; in the data active = activation above about 7.5%;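 note: 0% = vehicle and 100% = reference activator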
The depositor's hits bear a star; i = inactive; · = not tested or not shown; + = active, no number.

SMILES	E coli Lon inh	MT1-MMP act inh	CSN deneddyl inh	MsrA inh	Rin1 Abl inh	FAS TE block	MLLE-PAM2 inh	Rpn11 block	bovine MsrA act
COc1ccc(N2C(=O)C(C)(C)C2c2c(O)ccc3ccccc23)cc1 (stereo not given)	1	-4	4	-0.7	2	17	-2	i	-4
COc1ccc(C)cc1NC(=O)CN(C)S(=O)(=O)c1cccs1	0	-3	3	-1.3	0	-3	-6	i	0
O=C(Nc1cccc([N+](=O)[O-])c1)C1C2CCCCC21 (stereo not given)	-6	3	-1	0.7	0	22	-2	i	2
CCc1cc2cc(C)cc(C)c2nc1SCC(=O)N1CCCC1	0	-10	3	0.7	-1	-1	-5	i	-1
Cc1ccccc1CS(=O)(=O)CC(O)CN1CCCC1=O (stereo not given)	0	-3	-2	-0.7	1	0	-8	i	-3
Cc1ccc(NC(=O)CN(C)C(=O)c2cccc(S(=O)(=O)N3CCc4ccccc4C3)c2)cc1	-3	1	-1	-0.4	1	0	-25	i	10*
O=C(CN(Cc1ccccc1Cl)C(=O)c1csnn1)NCc1ccc2c(c1)OCO2	0	1	5	-1.2	0	4	8	i	-4
CCCNC(=O)N1CCN(S(C)(=O)=O)CC1	-3	2	-2	0.5	1	-2	7	i	-2
CC(Oc1ccc2c(-c3ccccc3)cc(=O)oc2c1)C(=O)NCCN1CCOCC1 (stereo not given)	-2	0	0	0.6	-3	-6	-10	i	-3
CC(=O)OC[C@@H]1CN(Cc2ccccc2)C[C@H](n2cnc3c(N4CCN(c5ccccc5)CC4)ncnc32)O1	1	1	5	0.4	-1	19	9	i	-2
Cc1ccc(C(=O)NNC(=O)C2CCCN(c3ncccn3)C2)cc1 (stereo not given)	-4	1	3	-1.6	-4	-8	3	i	-4
Cn1c(SCC(=O)c2ccc(F)cc2)ncc(C(=O)Nc2ccccc2)c1=O	-8	1	-1	-0.5	1	0	17	i	-3
O=C(COC(=O)Cn1cnc2ccccc21)Nc1cccc(S(=O)(=O)N2CCOCC2)c1	0	-1	-12	0.8	4	1	-4	i	-1
COc1ccc(-n2c3c(cc(C(=O)NCc4ccco4)c2=O)C(=O)CC(C)(C)C3)cc1	2	-2	-6	1.2	-5	4	5	i	-1
COc1cc(CNC(=O)c2cc(-c3cc(F)ccc3OC(C)C)n[nH]2)cc(OC)c1	2	0	-1	-0.2	-2	19	-4	i	-3
CC(=O)c1c(C)n(-c2ccccc2)c2ccc(O)cc12	3	-6	2	-0.4	-1	-4	10	i	-2
Oc1cccnc1SCc1ccccc1	-11	4	-5	0.9	0	-14	-2	i	-3
CCC(C)NS(=O)(=O)c1ccc(OCC(=O)NCc2cccnc2)cc1 (stereo not given)	5	-1	4	0.0	-1	-7	11	i	-2
O=C(N/N=C/c1ccc(Sc2nc3ccccc3[nH]2)o1)c1ccncc1	-6	1	-15	2.9	-2	-4	3	i	-7
Cc1cc(C)n(C2CC(=O)N(c3ccccc3)C2=O)n1 (stereo not given)	-8	3	-1	-1.0	1	-6	-5	i	0
CCOC(=O)C1(Cc2ccc(OC)cc2)CCN(C(=O)CN2CCN(CC)CC2)CC1	-3	2	-1	-0.3	0	-3	2	i	-4
CC(C)(C)NC(=O)C(c1ccc(O)cc1)N(C(=O)CCC(=O)Nc1nccs1)c1ccc(F)cc1 (stereo not given)	-2	-11	-19	1.4	1	3	-9	i	-4
COc1cc(OC)c(C(=O)NCc2ccc3c(c2)OCO3)cc1OC	0	0	-6	-0.4	-1	1	6	i	9.2*
C/C(=N\NC(=O)c1cc(C)nc2ccccc12)c1ccc([N+](=O)[O-])cc1	-4	1	-4	2.0	2	5	3	i	-2
O=c1oc(CCO)cc2ccccc12	0	4	0	-0.1	-4	-9	16	i	-1
CCOC(=O)CNC(=O)CSc1nc2ncc(Br)cc2[nH]1	-4	-3	-3	0.7	0	0	-45	i	-1
CCCCn1c(N)c(N(Cc2ccccc2OC)C(=O)c2cc(CC)c(C)s2)c(=O)[nH]c1=O	-6	1	-2	0.7	2	-1	-26	i	-7
O=C(CN1Cc2ccccc2C1=O)Nc1ccc2c(c1)OCCO2	-1	-2	-2	1.0	3	-3	2	i	-5
Cc1cc(N2CCN(C(=O)Nc3ccc(F)cc3F)CC2)c2ccccc2n1	-3	1	2	·	1	-1	-9	i	-1
O=C(CN1C(=O)NC2(CCCC2)C1=O)OCc1ccccc1	4	-2	0	1.7	4	-4	1	i	-2

Twelve entries out of the list, arranged by molecular weight, rising.
SMILES	E coli Lon inh	MT1-MMP act inh	CSN deneddyl inh	MsrA inh	Rin1 Abl inh	FAS TE block	MLLE-PAM2 inh	Rpn11 block	bovine MsrA act
O=c1oc(CCO)cc2ccccc12	0	4	0	-0.1	-4	-9	16	i	-1
Cc1cc(C)n(C2CC(=O)N(c3ccccc3)C2=O)n1 (stereo not given)	-8	3	-1	-1.0	1	-6	-5	i	0
O=C(CN1Cc2ccccc2C1=O)Nc1ccc2c(c1)OCCO2	-1	-2	-2	1.0	3	-3	2	i	-5
COc1cc(OC)c(C(=O)NCc2ccc3c(c2)OCO3)cc1OC	0	0	-6	-0.4	-1	1	6	i	9.2*
C/C(=N\NC(=O)c1cc(C)nc2ccccc12)c1ccc([N+](=O)[O-])cc1	-4	1	-4	2.0	2	5	3	i	-2
O=C(N/N=C/c1ccc(Sc2nc3ccccc3[nH]2)o1)c1ccncc1	-6	1	-15	2.9	-2	-4	3	i	-7
CCOC(=O)CNC(=O)CSc1nc2ncc(Br)cc2[nH]1	-4	-3	-3	0.7	0	0	-45	i	-1
CCC(C)NS(=O)(=O)c1ccc(OCC(=O)NCc2cccnc2)cc1 (stereo not given)	5	-1	4	0.0	-1	-7	11	i	-2
Cc1cc(N2CCN(C(=O)Nc3ccc(F)cc3F)CC2)c2ccccc2n1	-3	1	2	·	1	-1	-9	i	-1
CCOC(=O)C1(Cc2ccc(OC)cc2)CCN(C(=O)CN2CCN(CC)CC2)CC1	-3	2	-1	-0.3	0	-3	2	i	-4
CCCCn1c(N)c(N(Cc2ccccc2OC)C(=O)c2cc(CC)c(C)s2)c(=O)[nH]c1=O	-6	1	-2	0.7	2	-1	-26	i	-7
CC(C)(C)NC(=O)C(c1ccc(O)cc1)N(C(=O)CCC(=O)Nc1nccs1)c1ccc(F)cc1 (stereo not given)	-2	-11	-19	1.4	1	3	-9	i	-4

Carrying on.
SMILES	E coli Lon inh	MT1-MMP act inh	CSN deneddyl inh	MsrA inh	Rin1 Abl inh	FAS TE block	MLLE-PAM2 inh	Rpn11 block	bovine MsrA act
Cn1c(=O)oc2cc(S(=O)(=O)N3CCC(C(=O)NCC4COc5ccccc5O4)CC3)ccc21 (stereo not given)	-11	3	4	2.6	-1	-7	5	i	-3
COc1ccc(-c2cc(-c3cccs3)c(C#N)c(SCC(=O)NCc3ccco3)n2)cc1	-15	8	26	·	6	2	8	i	3
O=C(Cn1cnc2c(oc3nc4c(cc32)CCCC4)c1=O)Nc1ccccc1	-6	1	-5	0.7	-4	-10	-8	i	-3
COc1ccc(F)c(CN2CCCC(CNS(=O)(=O)c3cccc4cccnc34)C2)c1 (stereo not given)	2	0	5	0.6	0	-1	-3	i	-1
CC1(C(=O)O)C=CCN1C(=O)c1ccccc1 (stereo not given)	-10	2	2	-0.6	0	-7	4	i	0
COC(=O)[C@H](CC(C)C)NC(=O)/C=C/[C@H]1O[C@@H](n2cc(C)c(=O)[nH]c2=O)C[C@@H]1O	-13	3	-3	-0.1	0	-9	2	i	-2
COC(=O)[C@H]1C[C@@]2(O)CN(S(=O)(=O)c3ccc(C)cc3)C[C@@]2(OC(=O)NCc2ccc(OC)c(OC)c2)C[C@H]1C(=O)OC	-4	2	3	-0.2	2	-2	-12	i	2
CCc1ccc(C2=NN(C(=O)CCC(=O)O)C(c3cccs3)C2)cc1 (stereo not given)	-4	-1	1	-0.4	-4	-4	-5	i	-3
Cc1ccccc1NC(=S)NCc1cccs1	3	-4	0	0.1	3	0	-18	+	-4
CCOc1ccc(NC(=O)CC(=O)Nc2ccc(OCC)cc2)cc1	-7	-4	-1	-1.1	5	-13	15	i	-2
Cc1ccc(C(C2=C(O)CC(C)(C)CC2=O)C2C(=O)CC(C)(C)CC2=O)s1 (stereo not given)	-6	0	4	0.0	0	-11	25	i	-4
COc1ccc(OC)c(CNC(=O)C2CCC(=O)N2C(C)C)c1 (stereo not given)	-15	0	-2	0.7	0	-4	-2	i	-3
O=C(NC1CCCCCC1)C(=S)NCc1ccccc1	2	1	-9	-0.3	-1	14	24	i	1
CC1CCN(c2cc(N3CCC(C)CC3)c([N+](=O)[O-])cc2/C=C(\C#N)c2nn(-c3ccccc3)c(N)c2C#N)CC1	-2	1	8	0.2	3	18	-19	i	-11
Cc1ccc2nc(SCC(=O)c3ccccc3)nc(=O)n2c1	-13	-2	-3	2.2	-4	5	16	i	-3
O=C(O)c1ccccc1Sc1ncnc2sc3c(c12)CCC3	5	-1	-11	1.7	-25	-3	8	i	-3
CCCCOCCCNC(=O)C[C@@H]1C[C@@]2(C(=O)OCC)CCC=C2N(Cc2ccco2)C1=O	-3	0	0	-0.6	·	-11	·	·	-1
COc1ccccc1NS(=O)(=O)N(C)C	5	2	-1	-0.6	3	-10	3	i	2
CCCCc1nc2ccccc2c(NC(=O)CN2CCN(C)CC2)c1CCC	-7	2	4	-0.2	0	-14	-12	i	-3
O=C(COC(=O)C1=COCCO1)Nc1ccc(OC(F)F)cc1	0	2	2	0.5	-3	-1	8	i	-6
CCOc1ccc(/C=C\c2nc(O)c([N+](=O)[O-])c(=O)[nH]2)cc1OCC	6	1	-1	0.1	-4	-6	-1	i	-1
Cc1cc(F)ccc1S(=O)(=O)N1CCCOC1CNC(=O)C(=O)NC1CC1 (stereo not given)	-8	0	1	0.7	-3	-8	-2	i	-2
COc1ccc(OCc2cc(C(=O)NCC(C)Oc3cccnc3)no2)c(Cl)c1 (stereo not given)	0	-7	1	0.6	1	4	-8	i	0
COc1ccccc1CNC(=O)CCN1C(=O)COc2ccccc21	-9	3	1	1.5	-1	-6	7	i	-2
OCCNCCCOc1ccc(Cl)cc1Br	-9	-1	-1	0.8	-4	-2	-4	i	-2
COc1ccc(S(=O)(=O)N2CCN(C(=O)CCOc3ccccc3)CC2)cc1OC	-16	1	-2	-0.2	0	-3	4	i	-9

Compound activity as filed in PubChem.
